Bioassay records (PubChem)
RAM network inh: inhibitors of the yeast RAM network, primary screen, dse1pr::URA3 reporter, 5-FOA selection | S. cerevisiae dse1pr::URA3 reporter, 5-FOA growth OD615, 2 d; analog-sensitive cbk1-as2 kinase mutant strain | inhibition, % at 50 µM | 190,000 compounds, 1.8% hits | AID 868, 2007;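 active = inhibition above a set limit, 3 SD over mean compound inhibition, cut at about 8.4% in these data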;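 also: 0% = DMSO-only wells with no growth and 100% = 10 µM 1-NA-PP1 full growth; inhibition rescues growth on 5-FOA so higher OD means more RAM inhibition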
STAT1 inh: STAT1 signaling inhibitors, primary screen, cell-based, HTS, luciferase reporter | NIH 3T3 STAT1-luciferase reporter, IFN-gamma, luminescence | inhibition, % at 5.5 µM | 200,000 compounds, 0.35% hits;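 active = inhibition above a set limit, the mean inhibition across all tested compounds plus 3 SD, cut at about 34% in these data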;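 also: 0% = IFN-gamma with DMSO and 100% = IFN-gamma with 300 µM nifuroxazide; values of inactives mirror those of a sister screen read the other way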
PPARg SRC2 recr: agonists of PPARg-SRC-2 recruitment, primary screen, biochemical, HTS. Peroxisome proliferator-activated receptor gamma (Homo sapiens), P37231. activation, % at 8 µM. 200,000 compounds, 0.34% hits. AID 1032, 2008. PPARgamma LBD-SRC-2 recruitment; in the data active = activation above about 22%;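 also: 0% = vehicle and 100% = reference agonist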
PPARg SRC-3 ag: PPARgamma agonists recruiting SRC-3 coactivator, primary screen, biochemical. Peroxisome proliferator-activated receptor gamma (Homo sapiens), P37231. biochemical PPARgamma/SRC-3 coactivator recruitment assay. activation, % at 8 µM. 200,000 compounds, 0.26% hits. AID 731, 2007; in the data active = activation above about 23%;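 also: 0% = DMSO and 100% = reference agonist; some compounds past the cut are filed as inactive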
PPARg SRC-1 ag: PPARgamma agonists recruiting SRC-1 coactivator, primary screen, biochemical; PPARgamma-SRC-1 coactivator recruitment biochemical assay; activation, % at 8 µM; 200,000 compounds, 0.41% hits; AID 631, 2007; in the data active = activation above about 19%;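 also: 0% = DMSO and 100% = reference agonist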
ROMK primary: ROMK potassium channel modulators, primary screen, cell-based, thallium flux, MLSMR library; AID 1918, 2009; ATP-sensitive inward rectifier potassium channel 1 (Homo sapiens), P48048; B-score at 10 µM; 130,000 compounds, 2% hits; Tet-inducible ROMK, thallium flux fluorescence; actives lie on both sides;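 active = signal ratio slope over the read window, or its plate-corrected B-score, at least 3 SD from the plate mean, either direction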;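 also: B-score of the F/F0 ratio slope over 7 to 12 s after thallium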
Target sequence (P48048 whole entry, looked up): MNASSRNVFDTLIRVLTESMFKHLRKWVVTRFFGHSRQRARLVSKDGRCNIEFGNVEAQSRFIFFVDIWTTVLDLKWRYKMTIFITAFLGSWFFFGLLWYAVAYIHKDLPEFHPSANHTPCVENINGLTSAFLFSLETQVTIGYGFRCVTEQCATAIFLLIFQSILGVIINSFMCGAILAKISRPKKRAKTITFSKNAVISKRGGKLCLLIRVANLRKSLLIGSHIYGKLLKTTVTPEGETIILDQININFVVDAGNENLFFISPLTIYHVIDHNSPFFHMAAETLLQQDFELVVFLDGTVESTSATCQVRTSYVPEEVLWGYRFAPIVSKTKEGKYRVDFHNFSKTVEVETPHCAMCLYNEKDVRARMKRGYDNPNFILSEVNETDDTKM
STAT3 inh: IL-6 driven STAT3 reporter inhibitors, primary screen, U3A cells, luciferase, luminescence, MLSCN library; IL-6 STAT3-luciferase reporter; host cell line lacks STAT1; inhibition, % at 5.5 µM; 190,000 compounds, 0.89% hits; AID 862, 2007;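 active = inhibition above the mean inhibition across all screened compounds plus 3 SD, cut at about 44% in these data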;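 also: 0% = DMSO only wells and 100% = 100 µM nifuroxazide control wells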
SRC2 TRFRET art: TR-FRET signal artefacts, primary screen, artefact control for PPARgamma SRC-2 agonist project, biochemical; TR-FRET artefact counter-screen; active compounds read high; TR-FRET ratio at 8 µM; 200,000 compounds, 0.4% hits; in the data active = TR-FRET ratio above about 2000; also: inactives centre near 1500
S1P3 antagonist: S1P3 receptor antagonists, primary screen, cell-based | inhibition, % at 4.98 µM | 170,000 compounds, 0.27% hits | AID 485, 2006 | CHO S1P3 NFAT-BLA reporter, FRET fluorescence, antagonist mode;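 active = inhibition above the plate cutoff, the mean inhibition of test wells on that plate plus 3 SD, cut at about 28% in these data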;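 also: cells challenged with S1P at its EC80 of 0.8 µM; blue over green emission ratio from cleaved BLA substrate after 4 h stimulation; 0% = S1P-stimulated wells and 100% = unstimulated DMSO-only wells; some compounds past the cut are filed as inactive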
Target sequence (Q99500 whole entry, looked up): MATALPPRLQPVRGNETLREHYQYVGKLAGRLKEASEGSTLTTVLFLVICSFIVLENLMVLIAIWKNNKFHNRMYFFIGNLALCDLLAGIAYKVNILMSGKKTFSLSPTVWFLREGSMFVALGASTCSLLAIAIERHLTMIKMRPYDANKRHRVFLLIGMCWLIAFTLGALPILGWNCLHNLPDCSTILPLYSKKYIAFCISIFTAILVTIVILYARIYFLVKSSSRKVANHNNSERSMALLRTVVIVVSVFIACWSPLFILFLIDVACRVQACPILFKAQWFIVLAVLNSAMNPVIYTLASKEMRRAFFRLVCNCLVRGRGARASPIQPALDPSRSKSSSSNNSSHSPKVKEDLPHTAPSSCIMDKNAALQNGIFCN
STAT3 activator: IL-6 driven STAT3 reporter potentiators, primary screen, U3A cells, luciferase, luminescence, MLSCN library. IL-6 STAT3-luciferase reporter; 100% = signal with IL-6 EC80 alone. activation (% of control), % at 5.6 µM. 190,000 compounds, 0.91% hits. AID 871, 2007;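 active = activation above the screen-wide mean of compound activation plus 3 SD, cut at about 130% in these data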;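 also: 0% = background luminescence of wells with medium and substrate only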
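Test system: human U3A cells carrying STAT3-luciferase construct; control set: IL-6-only wells as 100% reference; timing: compound pre-incubation 1 h before IL-6, then 6 h stimulation at 37 °C; also added: IL-6 stimulus at 33 ng/mL final; evaluation: % activation versus median of IL-6-stimulated wells; detection: reporter luminescence signal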
TLR4 MyD88 comp: inhibitors of TLR4-MyD88 association in cells, primary screen, cell-based, HeLa CL3-4, BLA complementation, FRET ratio | Toll-like receptor 4 (Homo sapiens) + Myeloid differentiation primary response protein … | HeLa CL3-4 TLR4/MyD88 BLA complementation | inhibition, % at 8.4 µM | 200,000 compounds, 0.18% hits | AID 861, 2007; in the data active = inhibition above about 25%;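 also: 0% = vehicle and 100% = reference inhibitor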
* marks the source's active call; other numbers are inactive results; x = not tested or not shown.

SMILES | RAM network inh | STAT1 inh | PPARg SRC2 recr | PPARg SRC-3 ag | PPARg SRC-1 ag | ROMK primary | STAT3 inh | SRC2 TRFRET art | S1P3 antagonist | STAT3 activator | TLR4 MyD88 comp
O=C1/C(=C/c2ccccc2)CSc2sccc21 | 0.0 | -11 | -2 | -2 | 0 | -0.21 | -4 | 1344 | x | 109 | -1
COc1ccc(C(=O)NCc2nnc(SCC(=O)NO)n2Cc2ccccc2)cc1 | 0.5 | 4 | -2 | -1 | -9 | -0.93 | 0 | 1347 | -18 | 104 | 8
COC(=O)c1ccccc1NC(=O)N1CSC[C@H]1C(=O)OC | 1.9 | 0 | 10 | 7 | 0 | x | 6 | 1864 | 1 | 100 | -17
Cc1nc2sc(C(c3cccs3)N3CCC4(CC3)OCCO4)c(O)n2n1 (configuration not stated) | 0.9 | 1 | 1 | 6 | 7 | 1 | 12 | 1680 | -16 | 93 | -4
CC(=O)Nc1cc(C(C)C)c(O)c(C(C)C)c1 | -0.2 | -1 | -6 | -4 | -2 | x | -4 | 1328 | x | 105 | 11
Cc1cc(-c2nn(-c3ccccc3F)cc2CN(C)CC(O)CO)c(C)s1 (configuration not stated) | 0.5 | -2 | -8 | 4 | -1 | -1 | 7 | 1580 | -6 | 99 | -11
OCC1(Cc2ccccc2)CCN(Cc2cnc(-c3cccc4ccccc34)nc2)CC1 | 0.5 | -9 | 3 | 7 | 3 | -2.1 | 5 | 1681 | 6 | 97 | -2
Clc1cccc(CSc2ccc(-c3cccnc3)nn2)c1 | -0.2 | 2 | -3 | 1 | 2 | x | 23 | 1531 | -5 | 84 | 0
CC(C)CCNC(=O)c1ccc2c(c1)N(Cc1ccccc1)C(=O)CS2=O (configuration not stated) | 0.3 | -4 | 5 | 4 | 7 | x | -7 | 1579 | -15 | 106 | 1
CC1(C)CC(=O)c2cc(NC(=O)c3ccccc3)c(=O)oc2C1 | -0.6 | -16 | 12 | 5 | 4 | x | 19 | 1562 | 6 | 82 | -5
C/C(=N\NC(=O)COc1ccc(C(C)(C)C)cc1)c1ccc2c(c1)OCCO2 | -0.5 | 8 | 5 | 2 | -2 | x | -15 | 1590 | -3 | 108 | -14
C/C(=N/NC(=O)CNC(=O)c1cccc(F)c1)c1ccc2c(c1)CCCC2 | 1.2 | 5 | 7 | 2 | 0 | -0.51 | 0 | 1497 | -4 | 102 | 5
CCOc1ccccc1NC(=O)CCS(=O)(=O)c1cccc2nonc12 | 5.3 | 6 | 10 | 3 | 6 | x | 10 | 1693 | x | 97 | -9
CC(=O)c1cccc(NC(=O)C(=O)c2cn(CC(=O)N3CCCCC3)c3ccccc23)c1 | 3.5 | -10 | -3 | 4 | -1 | 0.7 | 4 | 1573 | -3 | 101 | 13
CCOC(=O)c1[nH]ncc1CN1CCCC(C(=O)c2ccc(C(C)(C)C)cc2)C1 (configuration not stated) | 0.2 | 9 | 3 | 7 | 14 | -0.94 | -6 | 1576 | -21 | 108 | 4
CC(=O)N(C(C)=O)n1c(/C=C/c2ccc([N+](=O)[O-])cc2)nc2ccccc2c1=O | 2.6 | -1 | 7 | 5 | 1 | -0.089 | 14 | 1745 | 9 | 97 | -2
COC(=O)CCCCCCCCCC[N+]1(C)CCCCC1 | 1.2 | 14 | 2 | -3 | 0 | -0.045 | 19 | 1598 | -9 | 84 | -7
Cc1cnc([N+](=O)[O-])n1CCOC(=O)NC(=O)c1ccccc1Cl | 2.1 | -8 | -1 | 2 | 5 | 0.32 | -1 | 1653 | -17 | 106 | -25
Cc1cccc(/C(N)=N/OC(=O)c2ccc(Br)o2)c1 | 0.4 | -32 | 13 | 7 | 8 | 0.56 | -24 | 1808 | -6 | 117 | -7
O=C(CCC(=O)c1cccs1)NC1CCCCCC1 | 2.0 | -7 | 7 | 6 | 3 | 0.25 | 9 | 1589 | 5 | 96 | 0
CN=C1S/C(=C\c2cc(C)n(-c3ccccc3F)c2C)C(=O)N1C | 0.0 | 0 | 9 | 0 | 1 | 2.2 | 56* | 1706 | x | 58 | -2
O=C(CNC(=O)C(c1ccccc1)c1ccccc1)OCc1ccccc1 | 0.5 | 5 | -12 | 3 | -11 | 0.028 | -4 | 1253 | 5 | 107 | -9
CC(C(=O)NC1CCCC1)N(C(=O)CS(=O)CC(=O)Nc1ccc(F)cc1)c1ccc2c(c1)OCCO2 (configuration not stated) | -1.1 | -4 | -3 | 7 | 13 | x | -3 | 1457 | x | 103 | -6
Cc1ccc2[nH]c(=O)c(CN(Cc3ccco3)C(=O)c3cccs3)cc2c1 | 1.4 | 10 | 11 | -4 | 6 | -0.0028 | 3 | 1690 | -9 | 100 | -4
O=C(CCSc1ccccc1)NCCSc1ccccn1 | -0.5 | 9 | -1 | 4 | 4 | x | 15 | 1741 | -13 | 89 | -17
Further records follow.
SMILES | RAM network inh | STAT1 inh | PPARg SRC2 recr | PPARg SRC-3 ag | PPARg SRC-1 ag | ROMK primary | STAT3 inh | SRC2 TRFRET art | S1P3 antagonist | STAT3 activator | TLR4 MyD88 comp
CCOC(=O)c1ccc(Nc2ncccc2[N+](=O)[O-])cc1 | 6.4 | -39 | 2 | 1 | -1 | -0.7 | -1 | 1531 | 1 | 106 | -4
CCOC(=O)c1ccccc1NC(=O)COC(=O)c1ccc(C)c(S(=O)(=O)N2CCOCC2)c1 | 4.4 | -4 | 2 | 1 | -3 | 0.96 | 6 | 1525 | x | 99 | -2
CCN(CC)C(=O)C1=C(C)NC(=S)NC1c1cccs1 (configuration not stated) | 0.4 | -2 | 5 | 3 | -4 | 0.92 | 2 | 1601 | -7 | 101 | 15
Cc1cc(C)c(NC(=S)N(CCCN2CCOCC2)Cc2cccnc2)c(C)c1 | 2.7 | 4 | 6 | 0 | 1 | 0.64 | 8 | 1671 | -17 | 103 | 12
Cc1cc(C)c2sc(N(CCN(C)C)C(=O)c3c(F)cccc3F)nc2c1 | 1.2 | 8 | 0 | 5 | 0 | -0.46 | 1 | 1700 | -4 | 106 | 6
CCOc1ncccc1C(=O)NCC1COc2ccccc2O1 (configuration not stated) | 2.5 | -6 | -1 | -6 | 5 | -0.0073 | 5 | 1430 | 6 | 103 | -2
CCOC(=O)C1=C(COC(=O)C2(C)CC2(Cl)Cl)NC(=O)NC1c1ccc(OC)cc1 (configuration not stated) | 1.7 | 3 | 0 | 2 | -1 | -2 | -8 | 1546 | 8 | 108 | -6
C/C(=N\n1cnnc1)c1ccccc1 | 0.6 | -7 | 1 | -4 | 2 | x | 6 | 1448 | -24 | 96 | 7
COc1ccccc1OCC(=O)NNC(=O)c1c(-c2ccccc2Cl)noc1C | 1.9 | 2 | 1 | 1 | -1 | -0.042 | 11 | 1399 | -1 | 101 | 0
Cc1ccc(NNC(=O)C(=O)N2CCCCC2)cc1 | -0.8 | 2 | -1 | 0 | -4 | x | 6 | 1692 | 11 | 95 | -3
CCc1c(C)c2cc(Cl)c(O)c(CN(C)C)c2oc1=O | -0.9 | 0 | 3 | 3 | -1 | x | -9 | 1530 | -12 | 109 | 6
COC(=O)C(NC(=O)c1ccco1)(Nc1nc(C)cs1)C(F)(F)F (configuration not stated) | -0.9 | -4 | -2 | 0 | 6 | x | 0 | 1579 | x | 106 | 9
Cc1cccc(NC(=O)CSc2ccc(-c3ccco3)nn2)c1C | 4.4 | -9 | -1 | 0 | 8 | -0.29 | -4 | 1711 | -15 | 102 | -6
CCOC(=O)c1ccc(NC(=O)c2cn(-c3ccccc3)nc2-c2ccncc2)cc1 | 1.8 | 6 | -1 | 6 | 0 | x | -24 | 1599 | x | 124 | -3
CN(CC(=O)Nc1cc(S(=O)(=O)N2CCOCC2)ccc1Cl)C1CCS(=O)(=O)C1 (configuration not stated) | 1.6 | 3 | -2 | 4 | 8 | 0.81 | -2 | 1700 | 0 | 104 | 3
O=C(NCCCN1CCCC1=O)c1ccc(Cl)c(Cl)c1 | 0.7 | 3 | 11 | 5 | -1 | 0.52 | -2 | 1588 | 3 | 107 | 3
CC(=O)Nc1ccc(NC(=O)CN2CCN(c3cccc(C(F)(F)F)c3)CC2)cc1 | 0.0 | 4 | 6 | 8 | 3 | 1.2 | 10 | 1714 | x | 96 | 5
C=CCN(CC=C)C(=S)Nc1ccc2nsnc2c1 | -0.1 | -2 | 18 | 13 | 13 | -2.2 | 12 | 1905 | -9 | 93 | -11
Cc1cc(-c2nnco2)c(C)n1-c1ccc(F)cc1 | 0.8 | -9 | -3 | 8 | -3 | x | 5 | 1599 | x | 99 | 6
O=C(O)c1cccc(N2C(=O)Nc3ccccc3N2O)c1 | 1.9 | 3 | -4 | 4 | 1 | 0.29 | -2 | 1592 | 6 | 101 | -6
CC(C)CNS(=O)(=O)c1cc(C(=O)N2CCOCC2)c(Cl)cc1Cl | 2.7 | -1 | -9 | 1 | 0 | 1.2 | -8 | 1418 | x | 104 | 10
O=[N+]([O-])c1cccc(/C(=N/N=C/c2ccccc2Br)C23CN4CN(CN(C4)C2)C3)c1 | 1.1 | 3 | -3 | 5 | 3 | x | 15 | 1491 | x | 89 | -20
O=C(CCn1nc(-c2ccccc2)ccc1=O)N1CCN(c2ccccn2)CC1 | -0.1 | 5 | -6 | -3 | -3 | 0.94 | 1 | 1624 | -6 | 103 | -6
COCC(=O)NC1(c2nnnn2CCOC(=O)Nc2ccc(Cl)cc2)CCCCC1 | -0.4 | 2 | 1 | 1 | 11 | -0.033 | 14 | 1596 | -5 | 95 | -23
CCOC(=O)C1CCN(C(=S)NC2CCCC2)CC1 | -0.5 | -8 | -1 | 4 | -3 | -0.0024 | 6 | 1671 | -14 | 99 | 7
COc1cnn(-c2ccc(C)cc2)c(=O)c1Cl | -1.1 | -43 | -7 | 6 | 2 | -0.049 | 4 | 1791 | -10 | 97 | 5
COc1ccccc1-c1ccc(/C=C2/C=C(CC(C)C)OC2=O)o1 | 14* | 0 | 0 | 5 | 9 | -0.2 | -10 | 1722 | -1 | 112 | -2

Arranged by value in TLR4 MyD88 comp (largest number first): 3 of the compounds above.
Molecule,RAM network inh,STAT1 inh,PPARg SRC-1 ag,ROMK primary,S1P3 antagonist,STAT3 activator,TLR4 MyD88 comp
C/C(=N\n1cnnc1)c1ccccc1,0.6,-7,2,x,-24,96,7
COc1cnn(-c2ccc(C)cc2)c(=O)c1Cl,-1.1,-43,2,-0.049,-10,97,5
COc1ccccc1-c1ccc(/C=C2/C=C(CC(C)C)OC2=O)o1,14*,0,9,-0.2,-1,112,-2
